Menin-MLL TR inh – displaces Texas Red mutant MLL peptide from human menin | Potency, µM (series often up to 61.6 µM), for inactives: at the top dose FP activity change, negative = inhibition, actives largely listed as inhibitors | hit rate 0.23% among 270,000 | AID 1768 | O00255 | Menin + Texas Red MLL mutant peptide, fluorescence polarization; active = well fitted inhibition curve with a large enough effect in the polarisation, with a control signal flat, not every such curve was filed as active; inconclusive = small, poorly fitted or top-dose-only effect, or effect the other way, or a change in a side signal; inactive = no such curve, though single readings can be large or run the other way; the % refers to the polarisation; also: potency is read from the fitted curve at half-maximal effect; % of control where 0% means no effect; many of its hits are not listed in these tables
Integrin act MD – activators of alpha7 integrin expression for muscular dystrophy. alpha7betagal myoblasts, beta-gal FDG fluorescence, 48 h. Potency, µM (titrated, usually from 38.3 µM), for the others: top-dose activation, hits mostly activators. hit rate 0.064% among 350,000;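 also: potency is read from the fitted curve at half-maximal effect; 100% = response of the positive control SU9516; nearly all actives have a fitted effect of over 60% in size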
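alpha7betagal+/- myoblasts (passage 13, 250/well) treated 48 h at 37C with compounds at 1:260 dilution of DMSO stock. Lysed, then beta-galactosidase activity read as FDG fluorescence (ex 480/em 540) after 30 min, with pre-read for autofluorescence.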
TSHR antagonist – human thyrotropin receptor antagonism. P16473. TSHR-expressing cells, TSH-stimulated cAMP HTRF, 2 h; stronger effect = lower value. activity change, negative = inhibition, % at 11.5 µM. hit rate 0.2% among 330,000. AID 504810;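 active = activity change below a set negative limit, meaning inhibition stronger than a set level, cut at about -70% in these data; inconclusive = activity change between two set negative limits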; also: % is scaled to controls: 0 for no effect and ±100 for the full control effect
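Read-out is FRET at 665 nm (cryptate excitation 337 nm) from a cryptate-tagged anti-cAMP antibody, competed by cell cAMP against cAMP-d2. Compounds are tested on freshly harvested TSHR cells challenged with 4nM TSH (EC80) for 2 hours at 37 deg C.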
MLL CXXC-DNA inh – inhibitors of human MLL CXXC domain-DNA interaction; Q03164; MLL-CXXC / FITC-HOXA9 DNA fluorescence polarization; Potency, µM (top dose mostly 115 µM), for inactives: at the highest dose activity change, negative = inhibition, most hits filed as inhibitors; hit rate 0.037% among 290,000; AID 2662; active = well fitted inhibition curve with a large enough effect in the polarisation, with a control signal flat, not every such curve was filed as active; inconclusive = small, poorly fitted or top-dose-only effect, or effect the other way, or a change in a side signal; inactive = no such curve, though single readings can be large or run the other way; the % refers to the polarisation; also: potency is read from the fitted curve at half-maximal effect
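Fluorescence polarization: 7 uM MLL-CXXC (stock) preincubated 5 min with compounds, then 50 nM fluorescein-HOX-A9 DNA (stock) added; 30 min ambient. Buffer 50 mM Tris-HCl pH 7.5, 50 mM NaCl, 1 mM DTT, 0.05% BSA.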
TCR activator – activates T cell receptor signaling. Potency, µM (doses to about 9.22 µM), inactives show at the highest dose activation of IL-2 secretion, most hits filed as activators. primary human leukocytes, anti-CD3, IL-2 HTRF, 48 h. 330,000 tested, under 10 active; also: % of control where 0% means no effect
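Primary human leukocytes incubated 48 hr with anti-CD3 beads plus compound, without co-stimulation. Secreted IL-2 measured by HTRF (europium cryptate/d2 anti-IL-2 pair, 320 nm excitation, 665 nm emission).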
ASM inhibitor – inhibitors of human secretory acid sphingomyelinase; Potency, µM (top dose mostly 57.5 µM), inactives show top-dose activity change, negative = inhibition, actives largely listed as inhibitors; P17405; hit rate 0.006% among 340,000; placental ASM, HMU-PC fluorogenic substrate, 60 min; also: potency is read from the fitted curve at half-maximal effect
Target sequence (P17405 47-631 limits assumed): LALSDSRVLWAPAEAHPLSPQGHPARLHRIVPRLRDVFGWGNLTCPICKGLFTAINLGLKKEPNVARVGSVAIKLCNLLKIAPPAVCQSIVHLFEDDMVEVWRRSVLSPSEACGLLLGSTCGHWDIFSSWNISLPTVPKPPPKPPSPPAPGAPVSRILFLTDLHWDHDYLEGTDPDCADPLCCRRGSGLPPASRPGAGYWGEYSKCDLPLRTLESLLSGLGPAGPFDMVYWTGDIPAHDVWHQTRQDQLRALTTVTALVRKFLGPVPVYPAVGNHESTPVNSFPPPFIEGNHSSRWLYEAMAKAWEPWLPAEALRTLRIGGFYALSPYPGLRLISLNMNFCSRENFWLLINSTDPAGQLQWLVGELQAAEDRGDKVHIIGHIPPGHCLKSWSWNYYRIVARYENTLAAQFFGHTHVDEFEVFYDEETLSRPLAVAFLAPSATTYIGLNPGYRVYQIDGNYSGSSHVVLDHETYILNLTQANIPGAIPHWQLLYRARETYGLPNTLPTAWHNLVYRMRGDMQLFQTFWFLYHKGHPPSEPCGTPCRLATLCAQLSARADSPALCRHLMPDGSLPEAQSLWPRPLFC
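Steps: dispense placental human ASM, pin compound, wait 10 min at room temperature, add HMU-PC0 substrate at 9 uM final, incubate 60 min at 37 °C, add stop solution raising pH to 10, read fluorescence.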
Mito fusion act – blocks mitochondrial division or promotes mitochondrial fusion. hit rate 0.23% among 320,000. S. cerevisiae fusion-defective mutant growth rescue, CellTiterGlo 48 h. Potency, µM (titrated, usually from 46.1 µM), for inactives: at the highest dose growth rescue (activation), hits mostly activators. AID 485298;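 also: potency is read from the fitted curve at half-maximal effect; % of control where 0% means no effect; nearly all actives have a fitted effect of over 45% in size; temperature-sensitive fusion mutants such as fzo1-1 at 37 °C on non-fermentable ethanol glycerol medium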
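Read-out: ATP-based luminescence (CellTiterGlo, 10 min ambient) reporting growth of fusion-defective ts yeast after 48 hours at 37C on glycerol/ethanol YPEG medium in the presence of compound.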
A-T KAP1 phos – candidate therapy for ataxia-telangiectasia; […] A-T fibroblasts, KAP-1 phosphorylation AlphaLISA; neocarzinostatin DNA damage 30 min before lysis; Potency, µM (series often up to 57.5 µM), inactives show top-dose activation, usual class: activators; hit rate 0.19% among 320,000; AID 485349; also: potency is read from the fitted curve at half-maximal effect; % of control where 0% means no effect; nearly all actives have a fitted effect of over 45% in size
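hTERT-immortalized A-T patient fibroblasts ([…]), 500 cells/well in OPTI-MEM, 1% FBS, got compounds for 60 min, then NCS for 30 min at 37C. Lysates were then assayed for phospho-KAP-1 by AlphaLISA (anti-pKAP1 donor, anti-KAP1 acceptor beads), 6 hr at 25C.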
PTAP TSG101 blk – blocks PTAP/TSG101 interaction to inhibit HIV-1 budding | Q99816 | Fluorescence polarization, FITC-PTAP peptide / Tsg101 binding | Potency, µM (doses to about 115 µM), without a hit: at the highest dose activity change, negative = inhibition, usual class: inhibitors | 340,000 tested, under 10 active; active = well fitted inhibition curve with a large enough effect in the main read-out, with a control signal flat, not every such curve was filed as active; inconclusive = small, poorly fitted or top-dose-only effect, or effect the other way, or a change in a side signal; inactive = no such curve, though single readings can be large or run the other way; also: potency is read from the fitted curve at half-maximal effect; % of control where 0% means no effect
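Fluorescence anisotropy tracks displacement of a FITC-tagged PTAP peptide (50 nM) from the Tsg101 binding domain (10 uM), following a 20 min room-temperature incubation at pH 7.5.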
MBNL1-CUG inh – inhibitors of human MBNL1 binding to CUG repeat RNA; TR-FRET MBNL1-His/biotin-(CUG)12 binding, 665/545 ratio; Potency, µM (titrated, usually from 57.5 µM), without a hit: top-dose activity change, negative = inhibition, most hits filed as inhibitors; hit rate 0.036% among 280,000; AID 2675; active = well fitted inhibition curve with a large enough effect in the signal ratio, with a control signal flat, not every such curve was filed as active; inconclusive = small, poorly fitted or top-dose-only effect, or effect the other way, or a change in a side signal; inactive = no such curve, though single readings can be large or run the other way; the % refers to the signal ratio; also: potency is read from the fitted curve at half-maximal effect; % is scaled to controls: 0 for no effect and ±100 for the full control effect
Target sequence (Q9NR56 whole entry, looked up): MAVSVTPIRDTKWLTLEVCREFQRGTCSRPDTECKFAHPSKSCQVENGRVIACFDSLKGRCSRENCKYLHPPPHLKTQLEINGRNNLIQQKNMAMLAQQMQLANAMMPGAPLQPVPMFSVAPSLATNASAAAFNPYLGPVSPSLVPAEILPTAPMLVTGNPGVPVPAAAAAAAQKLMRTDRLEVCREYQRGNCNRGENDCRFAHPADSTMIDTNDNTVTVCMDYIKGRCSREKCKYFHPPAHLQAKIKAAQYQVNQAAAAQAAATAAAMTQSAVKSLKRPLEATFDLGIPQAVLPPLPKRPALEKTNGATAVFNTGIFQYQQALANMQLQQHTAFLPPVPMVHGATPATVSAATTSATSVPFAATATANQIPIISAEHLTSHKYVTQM
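Inhibition of protein-RNA binding appears as loss of TR-FRET between terbium anti-His antibody on MBNL1-His and streptavidin-XL665 on biotin-(CUG)12. Activity is normalized to buffer-only and uninhibited-complex controls.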
* = called active by the depositor; i = inactive; ? = inconclusive; . = no result given; & = joins results of further samples; [ ] = dose if it differs, or a comment. Unless noted, calls follow the shape of the dose curve; as a rule, active = well fitted curve in the direction sought with a large enough effect; inconclusive = small, poorly fitted or top-dose-only effect, or another doubt; inactive = no such curve, though single readings can be large; an effect the other way counts as inactive or inconclusive.

SMILES	Menin-MLL TR inh	Integrin act MD	TSHR antagonist	MLL CXXC-DNA inh	TCR activator	ASM inhibitor	Mito fusion act	A-T KAP1 phos	PTAP TSG101 blk	MBNL1-CUG inh
CCOC(=O)CNc1nc(Cl)nc(N2CCCCC2)n1	.	7.5%	9.1	26.7%	-2.0%	3.1%	1.5%	10.8%	1.2%	-1.5%
CCCn1nnnc1SCC(=O)N1CCCC1	13.7%	17.3%	-1.6	3.4%	1.8%	5.0%	2.5%	-0.6%	-5.3%	-4.2%
Cc1nn(C(C)C(=O)NNC(=S)Nc2ccc(F)cc2)c(C)c1[N+](=O)[O-] (centres undefined)	2.9%	30.7%	8.6	-2.1%	.	1.9%	0.9%	5.5%	.	8.5%
CCOc1ccccc1C1NC(=O)NC(C)=C1C(=O)OC1CCCC1C (centres undefined)	-18.4%	12.8%	-8.1	6.4%	-4.6%	-1.6%	11.2%	1.2%	-0.7%	-1.3%
C[C@]12C=CC(=O)C=C1CC[C@@H]1C2[C@@H](O)C[C@@]2(C)C1CC[C@]2(O)C(=O)COC(=O)CCC(=O)O (some centres undefined)	1.6%	33.2%	-5.5	13.4%	-3.2%	-0.3%	5.3%	2.3%	-0.1%	0.3%
Cc1ccc2cc(CN(CCN3CCOCC3)C(=O)NCc3ccccc3)c(=O)[nH]c2c1C	-4.0%	-12.9%	8.1	-4.4%	-23.0%	-2.7%	1.7%	5.3%	-4.8%	8.7%
Cc1cc(C)cc(N=C2NC(=O)/C(=C/c3cccs3)S2)c1	1.3%	?	40.5	9.4%	7.3%[46.1 µM]	-15.1%	17.5%	-4.3%	-3.3%	-9.0%
O=C(CSc1ccc(-c2cccnc2)nn1)Nc1ccccc1	.	?	1.0	0.3%	3.4%	-0.1%	7.5%	17.2%	-1.5%	-0.5%
CN(Cc1ccccc1)S(=O)(=O)c1ccc(Cl)c(C(=O)OCC(=O)NC2CCS(=O)(=O)C2)c1 (centres undefined)	.	9.8%	7.3	.	-0.5%	-0.7%	.	-4.8%	-1.8%	.
Cc1nnc2c(Oc3ccccc3)nc3ccccc3n12	-17.9%	16.4%	1.6	-13.7%	-3.0%	1.0%	1.0%	-4.9%	-5.5%	-2.7%
Cc1ccc(C)c(CSc2nnc(-c3ccccn3)n2N)c1	-5.1%	19.3%	10.5	-2.6%	-5.3%	3.3%	2.3%	11.9%	-5.3%	3.7%
O=C1CCC([N+](=O)[O-])C(c2cc3c(cc2Cl)OCO3)N1 (centres undefined)	2.9%	-7.2%	-0.7	0.3%	-5.1%	0.1%	1.8%	0.7%	-2.6%	-6.6%
CCOC(=O)c1c(NC(=S)Nc2ccc(F)cc2)sc2c1CCC2	?	-18.3%	-8.6	11.3%	7.3%	-4.4%	-4.1%	.	-8.1%	13.8%
Cc1ccc(N(C(=O)c2snc(C(N)=O)c2N)C(CC(C)C)C(=O)NC2CCCC2)cc1 (centres undefined)	0.0%	18.4%	15.4	-1.7%	0.6%	271.5%[activator]	-0.7%	5.4%	-6.2%	0.2%
CN(C)c1ccc(C2NCCS2)cc1 (centres undefined)	-3.6%	6.4%	2.7	5.4%	4.0%	0.5%	3.0%	4.8%	-7.0%	3.9%
Cc1ccc(C(=O)O/N=C(\c2ccccc2)c2ccncc2)cc1	16.9%	-6.0%	-8.0	33.7%[activator]	-0.3%	5.5%	3.7%	-0.1%	-0.2%	-8.5%
CC1CCN(c2ccc3nnc(CCC(=O)N4CCN(c5ccccc5F)CC4)n3n2)CC1	.	36.8%	-1.5	19.4%	-4.1%	0.8%	3.1%	-11.8%	-7.1%	0.1%
O=C(Nc1cccnc1Cl)c1cccc(F)c1	16.8%	.	-1.8	7.5%	.	.	-1.5%	0.3%	.	-2.6%
COC(=O)c1cc(=O)n(C2CC2)c(=NC2CC2)s1	?	-0.8%	7.2	-0.3%	0.8%	-1.0%	-1.4%	-5.4%	-13.6%	10.2%
Cc1ccc(NC(=O)N2CCCC2C(=O)Nc2c(C)cc(C)cc2C)cc1 (centres undefined)	.	16.6%	-8.8	4.8%	-5.5%	4.6%	6.0%	-4.4%	-2.3%	-2.5%
N#C/C(=C\Nc1ccc2c(c1)OCCO2)C(=O)NCc1ccco1	.	-17.8%	-5.1	3.0%	-2.0%	-0.1%	8.7%	-4.9%	-3.5%	.
COc1ccc(NC(=O)CSc2nnc(-c3cccs3)n2C)cc1OC	37.5%[activator]	-1.9%	-3.0	0.6%	-4.0%	-0.6%	-2.3%	-4.3%	-1.6%	-2.4%
O=C(CCCCn1c(=O)[nH]c2ccsc2c1=O)NCC1CCCO1 (centres undefined)	8.5%	6.7%	7.9	1.6%	-1.7%	-1.8%	-7.2%	-6.9%	-5.4%	0.6%
CCCCn1c(=O)[nH]c(=O)c2c1nc(-c1ccc(-c3ccccc3Br)o1)n2CC	?	1.3%	2.8	9.4%	14.1%	79.1%[activator]	1.0%	-4.1%	-2.0%	9.4%
C=CCOc1ccccc1CN1CCC(n2nccc2NC(=O)C2CC2)CC1	-16.5%	-5.0%	3.5	-0.1%	3.4%	0.4%	-1.5%	-0.8%	0.7%	-0.5%
N/C(=N\O)c1ccc(Cl)cc1Cl	.	3.6%	4.7	-10.1%	-6.0%	-0.4%	2.2%	-0.1%	-5.4%	-3.5%
Cc1occc1C(=O)N/N=C/C1=C(N2CCOCC2)C(=C\c2ccc(Cl)cc2)/CC1	-13.7%	13.2%	-9.1	-0.5%	1.8%[46.1 µM]	4.2%	-0.1%	1.3%	-7.0%	4.3%
COCCCN1C(=O)/C(=C\c2ccc3c(c2)OCO3)C(C(=O)OC)=C1C	-13.5%	-34.5%	1.7	-21.4%	7.0%	-2.0%	-10.7%	1.9%[11.5 µM]	-1.1%	4.0%
Cc1ccsc1C(=O)N1CC=C(c2ccccc2)CC1	.	23.7%	-24.6	.	0.0%	3.2%	?	18.2%	0.2%	.
O=C1c2ccccc2NC(c2ccc(-c3cccc(Cl)c3)o2)N1O (centres undefined)	.	-33.4%	8.1	-3.1%	.	-3.6%	1.6%	-1.9%	.	-4.6%
COc1cc(NC(=O)c2csc(N)n2)cc(C(=O)Nc2cccc(C(F)(F)F)c2)c1	.	-40.7%&-27.0%	-1.5	4.5%	-0.9%	-10.3%	-41.8%[inhibitor]	-29.0%	1.5%	-7.9%
CCN1CCN(CC(=O)Nc2cccc(C)c2C)C(=O)C1=O	2.7%	5.0%	10.8	-7.2%	15.5%	5.4%	-2.6%	0.6%	-2.7%	-5.4%
Cc1cc2oc3cc(NCCC4CCCN4C)ccc3c(=O)c2cc1C (centres undefined)	.	-41.9%	.	.	-5.0%	i	.	.	1.2%	.
COC(=O)c1sccc1NC(=S)N1CCCCC1	.	?	-6.5	-2.7%	1.1%	-3.2%	4.5%	4.0%	-1.6%	-8.5%
CN(CC(=O)Nc1ccc(F)cc1)C(=O)CSc1ncccn1	.	-3.6%	-1.2	.	-5.8%	.	2.0%	7.9%	0.1%	.
O=C1NN(c2ccc(Br)cc2)C(=O)/C1=C\c1ccc(O)cc1O	?	?	11.9	?	0.4%	371.0%[activator]	-7.2%	-4.2%	-0.4%	?
Cc1nc(C(=O)Nc2ccccc2)sc1C(=O)Nc1ccccc1	.	6.0%	-8.2	-6.7%	-4.8%	-11.0%	-10.1%	-5.6%	1.7%	10.5%
Cc1cccc(C)c1NC(=O)C(Cl)=C(Cl)Cl	5.8%	-15.6%	-4.8	6.9%	-0.3%	-7.1%	1.4%	-5.1%	2.2%	-3.9%
CCCCC(C(=O)NC(C)c1ccccc1)C(=O)NC(C)c1ccccc1 (centres undefined)	-11.4%	0.2%	3.1	3.8%	4.7%	2.8%	-13.0%	-26.7%	4.2%	0.0%
Cc1ccc(NC(=O)c2ccc(Cl)c(S(=O)(=O)NCc3ccco3)c2)c(O)c1	.	-9.1%	-5.3	.	0.3%[46.1 µM]	-11.4%	.	2.9%	1.2%	.
CC(C(=O)Nc1nc2ccccc2s1)n1cc([N+](=O)[O-])cn1 (centres undefined)	4.0%	9.9%	-0.7	17.6%	3.8%	-2.3%	2.0%	0.0%	1.3%	-9.9%

Compound activity from PubChem.

These rows are one share of the data; rates above refer to the full screens.
